DT40 TDP1 CPT = DT40-hTDP1 cell growth loss with CPT | AID 686979 | chicken DT40 Tdp1-/-;hTDP1 cells + 20 nM CPT, ATP luminescence, 48 h | actives 12% (n = 420,000) | Potency, µM (top dose mostly 46.2 µM), for the others: at the highest dose activity change, negative = growth inhibition, actives largely listed as inhibitors; note: nearly all actives have a fitted effect of over 55% in size
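Chicken DT40 Tdp1-/- cells stably complemented with human TDP1 were seeded at 400 cells/well in medium containing 20 nM camptothecin, exposed to pin-transferred compounds, and grown at 37 °C for at least 48 hr. Viability was read as ATP luminescence.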
GCN5L2 inh = GCN5L2 (KAT2A) acetyltransferase inhibition | Q92830 | GCN5L2 HAT assay, ThioGlo1 CoA-SH fluorescence | Potency, µM (doses to about 58.9 µM), without a hit: at the highest dose activity change, negative = inhibition, most hits filed as inhibitors | actives 0.21% (n = 390,000) | AID 504327
Target sequence (Q92830 whole entry, looked up): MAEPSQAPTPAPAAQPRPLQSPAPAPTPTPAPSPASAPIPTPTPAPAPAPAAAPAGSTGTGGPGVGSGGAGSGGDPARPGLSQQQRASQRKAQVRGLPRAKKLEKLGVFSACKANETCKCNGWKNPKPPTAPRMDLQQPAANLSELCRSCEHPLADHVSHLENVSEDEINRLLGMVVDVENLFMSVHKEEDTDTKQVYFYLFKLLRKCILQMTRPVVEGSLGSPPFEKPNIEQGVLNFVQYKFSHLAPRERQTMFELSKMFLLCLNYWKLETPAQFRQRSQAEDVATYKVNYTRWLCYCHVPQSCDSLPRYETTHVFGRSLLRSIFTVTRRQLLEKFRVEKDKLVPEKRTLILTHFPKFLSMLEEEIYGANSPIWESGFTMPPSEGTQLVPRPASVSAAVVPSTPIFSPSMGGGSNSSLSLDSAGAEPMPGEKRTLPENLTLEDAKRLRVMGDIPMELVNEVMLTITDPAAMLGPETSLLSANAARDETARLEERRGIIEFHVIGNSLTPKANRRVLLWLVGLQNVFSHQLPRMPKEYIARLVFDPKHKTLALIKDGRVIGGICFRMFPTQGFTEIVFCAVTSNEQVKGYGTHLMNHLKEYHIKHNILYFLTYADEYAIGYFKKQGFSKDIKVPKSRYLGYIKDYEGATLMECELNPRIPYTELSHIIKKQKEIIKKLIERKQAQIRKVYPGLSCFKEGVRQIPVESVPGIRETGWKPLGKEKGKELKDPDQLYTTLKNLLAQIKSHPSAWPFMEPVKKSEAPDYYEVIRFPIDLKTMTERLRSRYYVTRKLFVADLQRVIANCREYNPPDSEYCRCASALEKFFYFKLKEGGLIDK
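ThioGlo1-coupled HAT assay: 20nM GCN5L2, 70uM acetyl-CoA, 75uM H3(1-25) peptide, pH 7.5. Fluorescence read at 340/540nm at start and after 20 min at room temperature.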
DT40 TDP1 no CPT = qHTS for Inhibitors of human tyrosyl-DNA phosphodiesterase 1 (TDP1): qHTS in cells in absence of CPT; DT40 Tdp1-/- hTDP1 cells, no CPT, ATP luminescence, 48 h; Potency, µM (series often up to 46.2 µM), for the others: at the highest dose activity change, negative = growth inhibition, most hits filed as inhibitors; actives 15% (n = 420,000); AID 686978, 2013; note: nearly all actives have a fitted effect of over 55% in size
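Compound effects on proliferation are scored in DT40 Tdp1-/-;hTDP1 cells in the absence of CPT. ATP levels (CellTiter-Glo luminescence) are recorded after a ≥48 hr, 37 °C incubation.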
Numbers without * were called inactive; ? = inconclusive; . = no result given; [ ] = dose if it differs, or a comment. Calls come from the whole dose curve; as a rule, active = well fitted curve in the direction sought with a large enough effect; inconclusive = small, poorly fitted or top-dose-only effect, or another doubt; inactive = no such curve, though single readings can be large; an effect the other way counts as inactive or inconclusive. % is set by controls: 0 for no effect and ±100 for the full control effect; potency is the fitted concentration of half-maximal effect. Outcome played no part in choosing rows; 18% or so of the library scored in one or more.

SMILES | DT40 TDP1 CPT | GCN5L2 inh | DT40 TDP1 no CPT
CC(C)c1ccc(N(C(=O)c2csnn2)C(C(=O)NC2CCCC2)c2cccnc2)cc1 (centres undefined) | -13% | 1% | -26%
Cc1nc2ccc(C(=O)Nc3cccc(OCC(=O)N(C)C)c3)cn2c1N(C)CC1CCCCC1 | 21µM* | . | 13µM*
CCc1cc2c(NCCN3CCCCC3)ncnc2s1 | -24% | 0% | -21%
COc1cc(Cl)c(NC(=O)CCS(=O)(=O)c2ccc3c(c2)NC(=O)CO3)c(OC)c1 | 13% | -6% | -16%
CCN1C(=O)C(C)C=C(C)C=C1C (centres undefined) | 1% | . | 0%
COc1ccccc1NS(=O)(=O)c1ccc2c(c1)CCN2C(=O)CCC(=O)O | -14% | 28% | 18%
Cc1ccc(NC(=S)N2CCC(C(N)=O)(N3CCCCC3)CC2)c(C)c1 | 1% | 3% | -2%
CC(OC(=O)/C=C/c1ccccc1)C(=O)N1CCc2ccccc21 (centres undefined) | -4% | -4% | -24%
CCOc1ccc(N2C(=O)CSC2c2ccncc2)cc1 (centres undefined) | -9% | 0% | -1%
COc1ccc(OC)c2sc(N(CCCN(C)C)C(=O)CCS(=O)(=O)c3ccccc3)nc12 | 1.5µM* | 0% | 0.65µM*
CCc1cc(-c2n[nH]c(=S)n2CC)cs1 | 7% | -2% | 3%
Cc1ccccc1CSCC(=O)NC1CCCC1 | 15% | -1% | 2%
COc1ccc(-c2noc(CCC(=O)N3CCN(Cc4ccccc4)CC3)n2)cc1 | -28% | -1%[0.501 µM] | ?
CCC(C)(C)c1ccc(OCCN2C(=O)NC(C)(C)C2=O)cc1 | ? | -15% | ?
COc1cc(NC(=O)c2ccc(C)cc2C)ccc1NC(=O)c1cc2ccccc2o1 | ? | -4% | ?
O=c1[nH]c2c(c(=O)[nH]1)CCC2 | -10% | -6% | -6%
CC(=O)Nc1ccc(Nc2nc(C)c([N+](=O)[O-])c(N(C)c3ccccc3)n2)cc1 | ? | -11% | ?
Nc1c(-c2ccccc2)cnn1-c1ccccc1 | -11% | 0% | 1%
O=C(NNC1CCN(Cc2ccccc2)CC1)c1ccccc1 | 3% | . | -5%
Cc1ccc(S(=O)(=O)NN=Cc2ccccc2Cl)cc1 | 23µM* | . | ?
O=C(CCN1CCc2ccccc2C1)Nc1ccc(F)cc1 | -6% | -5% | ?
Cc1cc(C)nc(CCNC(=O)c2cc(COc3ccc(F)cc3Cl)on2)n1 | 3% | 0% | -11%
NS(=O)(=O)c1ccc(NC(=O)COC(=O)Cc2ccc(Cl)cc2)cc1 | 5% | -2% | 2%
CCc1cccc(CC)c1NC(=O)CSc1nnc(C2CC2)n1C | 16% | -1% | 6%

Next section; it opens with the 4 that closed the last part.
SMILES | DT40 TDP1 CPT | GCN5L2 inh | DT40 TDP1 no CPT
O=C(CCN1CCc2ccccc2C1)Nc1ccc(F)cc1 | -6% | -5% | ?
Cc1cc(C)nc(CCNC(=O)c2cc(COc3ccc(F)cc3Cl)on2)n1 | 3% | 0% | -11%
NS(=O)(=O)c1ccc(NC(=O)COC(=O)Cc2ccc(Cl)cc2)cc1 | 5% | -2% | 2%
CCc1cccc(CC)c1NC(=O)CSc1nnc(C2CC2)n1C | 16% | -1% | 6%
O=c1[nH]c(NCCO)nc2c1C1(CCCC1)Cc1ccccc1-2 | ? | -3% | -9%
CCC1CCCCN1C(=O)c1noc(C(C)C)c1[N+](=O)[O-] (centres undefined) | ? | -4% | ?
COC(=O)c1sc(-c2ccc(C(C)(C)C)cc2)cc1NC(=O)c1ccccc1C(=O)O | ? | ? | ?
COc1ccc(CN(C(=O)CN2C(=O)NC3(CCC(C)CC3)C2=O)C(C)Cc2cccs2)cc1 (centres undefined) | ? | -1% | ?
C=CCN(C(=O)c1cccc(C(F)(F)F)c1)C1(C(=O)Nc2ccccc2)CCN(C(C)C)CC1 | ? | -8% | ?
COC(=O)C1=C(C)C(c2ccc(OC)cc2OC)NC(=O)N1 (centres undefined) | 5% | -1% | 11%
CCc1ccccc1NC(=O)Cn1c(=O)n(CCCS(=O)(=O)C2CCCCC2)c(=O)c2ccccc21 | -17% | -22% | 2%
Cc1ccc(S(=O)(=O)Nc2nc(C)c(C(=O)NNS(=O)(=O)c3ccccc3)s2)cc1 | -19% | -8% | -1%
COc1ccc(-c2nc3scc(CCNC(=O)Cc4ccc(F)cc4)n3n2)cc1 | ? | -9% | 26µM*
COCCNC(=O)CN(Cc1ccccc1)C(=O)CCC(=O)Nc1nccs1 | 30% | -3% | 7%
CC(C)NC(=S)N1CCN(S(C)(=O)=O)CC1 | 2% | 36%[activator] | 1%
Cc1cnc(C(=O)OCC(=O)NC2CCCC(C)C2C)cn1 (centres undefined) | 11% | 2% | 3%

In a second layout: results already given.
COc1ccccc1NS(=O)(=O)c1ccc2c(c1)CCN2C(=O)CCC(=O)O
  DT40 TDP1 CPT: -14%
  GCN5L2 inh: 28%
  DT40 TDP1 no CPT: 18%
Cc1ccc(NC(=S)N2CCC(C(N)=O)(N3CCCCC3)CC2)c(C)c1
  DT40 TDP1 CPT: 1%
  GCN5L2 inh: 3%
  DT40 TDP1 no CPT: -2%
CC(OC(=O)/C=C/c1ccccc1)C(=O)N1CCc2ccccc21 (centres undefined)
  DT40 TDP1 CPT: -4%
  GCN5L2 inh: -4%
  DT40 TDP1 no CPT: -24%
CCOc1ccc(N2C(=O)CSC2c2ccncc2)cc1 (centres undefined)
  DT40 TDP1 CPT: -9%
  GCN5L2 inh: 0%
  DT40 TDP1 no CPT: -1%

Carrying on.
SMILES | DT40 TDP1 CPT | GCN5L2 inh | DT40 TDP1 no CPT
COc1ccc(NC(=O)CN(C)CC(=O)NCC(=O)Nc2ccc(F)cc2)cc1 | 5% | -15% | 4%
C[C@@H]1COc2cc(N3CCN(Cc4ccccc4F)CC3)ccc2S(=O)(=O)N1 | -1% | . | -12%
O=C(Nc1ccccc1)Nc1cccc(-c2nnco2)c1 | -4% | 14% | ?
O=C(CCCc1ccccc1)NC1CCSC1=O (centres undefined) | 4% | -1% | -9%
CCOc1cc(C2/C(=C(\O)c3cc(C)ccc3C)C(=O)C(=O)N2CCN(C)C)ccc1O (centres undefined) | -19% | -9% | 5%
c1ccc(-n2nnc3ccccc32)cc1 | -20% | -10% | -22%
COc1ccc(CCNc2c([N+](=O)[O-])ncn2C)cc1OC | -2% | -8% | -1%
CCOC(=O)C1CCCN(C(=O)c2ccc(F)c(C)c2)CC1 (centres undefined) | ? | . | -18%
COc1cc(OC)cc(C(=O)Nc2ccccc2C(=O)N2CCCC2)c1 | -4% | -7% | -7%
O=C(/C=C/c1ccc(OCCCF)cc1)NCc1cccc(Cl)c1 | ? | -17% | ?
O=C(CCn1c(=O)c2cccn2c2cccnc21)N1CCN(c2ccccc2F)CC1 | ? | -6% | 23µM*
O=C(CN1CCN(C(=O)C2CCCO2)CC1)Nc1cc(Cl)ccc1Cl (centres undefined) | ? | 1% | -7%
CCOC(=O)c1cccc(NC(=O)COc2ccc3c(C)cc(=O)oc3c2)c1 | -3% | -4% | 5%
C=CCn1c(=O)c2ccccc2n2c(SCC(=O)NCC)nnc12 | -7% | -9% | 3%
COc1ccccc1OCC(=O)Nc1ccc(C(N)=O)cc1 | 0% | 7% | -4%
CCOC(=O)CSc1ncccn1 | 15% | 1% | 1%
Cc1cc(=O)oc2cc(OC(C)C(=O)N3CCOCC3)ccc12 (centres undefined) | -11% | -5% | -10%
CCn1c(=N)c(C(=O)NC2CCCC2)cc2c(=O)n3cc(C)ccc3nc21 | -6% | -2% | 1%
CC(=O)N1CCC(N(CCN2CCOCC2)C(=S)Nc2ccc(C)cc2C)CC1 | -3% | 1% | -4%
COc1cccc(NC(=O)C/C(C)=N/NC(=O)c2ccccc2Cl)c1 | 2% | -1% | 4%
COC(=O)[C@]1(CC(C)C)N[C@H](c2ccc(SC3CCCCC3)c(OC)c2)[C@@H]2C(=O)N(C)C(=O)[C@@H]21 | ? | -7% | 18µM*
N#CCCN1CCN(S(=O)(=O)c2ccc(C#N)cc2)CC1 | 13% | -3% | -18%
COc1ccc(CCCNC(=O)C2CCC(=O)N(CCc3cccc(F)c3)C2)cc1 (centres undefined) | 23µM* | -4% | ?
CC1CCN(CCC(=O)NN)CC1 | 0% | -4% | -2%
N#CCC(=O)Nc1ccc(C(=O)N2CCN(S(=O)(=O)c3ccc4ccccc4c3)CC2)cc1 | -16% | -1% | 13%
CCOC(=O)C1CCN(C(=O)c2c(C)oc3c2C(=O)c2ccccc2C3=O)CC1 | 5.2µM* | -6% | 7.3µM*
COc1cccc(NC(=O)C2CC(=O)OC23CCOC(C)(C)C3)c1 (centres undefined) | -6% | 2% | -3%
Cc1nnc(NC(=O)Oc2ccccc2)s1 | -21% | -5% | 0%
O=C(NCCC(=O)N1CCN(c2ccccn2)CC1)c1ccc(Cl)cc1 | -13% | -2% | ?
CC(=O)Nc1cc(-c2ccc(C(=O)N3CCOCC3)cc2)cn2c(-c3cccc(C(F)(F)F)c3)cnc12 | ? | . | 15µM*
COc1cccc(-c2nc(N3CCCCC3)c3ccccc3n2)c1O | 26µM* | . | 21µM*
CCOC(=O)C1CCCN(S(=O)(=O)c2cccs2)C1 (centres undefined) | -27% | -19% | -7%
CNC(=O)N(O)C1N(NC(=O)Nc2ccccc2)C(=S)SC1(C)C (centres undefined) | -7% | . | -28%
Cc1ccc(NC(=O)CN2C(=O)S/C(=C/c3ccc(O)c([N+](=O)[O-])c3)C2=O)cc1C | 0% | ? | -10%
Cc1cc2oc(C(=O)Nc3ccc(S(=O)(=O)Nc4onc(C)c4C)cc3)cc(=O)c2cc1C | 11% | -6% | -1%
CN=C1S/C(=C\c2ccc(SC)cc2)C(=O)N1C | -7% | -6% | -5%
COc1ccc(OC)c2[nH]c(=O)c(CCNC(=O)c3cc4ccccc4o3)cc12 | 15µM* | -9% | ?
Cc1ccc(NC(=O)CN2CCc3cc4c(cc3C2)OCCCO4)cc1 | ? | -3% | -4%
O=C(NCc1ccco1)c1ccc(=O)oc1 | -12% | -5% | -5%
S=c1[nH]nc(-c2ccncc2)n1/N=C/C(Cl)=C\c1ccccc1 | 13µM* | 18% | 8.2µM*
O=[N+]([O-])c1cc(S(=O)(=O)N2CCCC2)ccc1NCCCN1CCOCC1 | 6% | -1% | -23%
Cc1ccc(C(=O)Nc2nnc(S(=O)(=O)N3c4ccccc4CC3C)s2)cc1 (centres undefined) | ? | 0% | 23µM*
Cc1ccc2nc(CSc3nnc4ccccn34)cc(=O)n2c1 | 2% | -14% | 7%
Oc1ccc(C[C@H]2CN([C@@H](Cc3ccccc3)CN3CCC[C@@H]3CN3C(=S)NC[C@@H]3Cc3ccccc3)C(=S)N2CC2CCCCC2)cc1 | ? | . | 26µM*
Cc1ccc2oc(C(=O)N3CCN(C)C[C@@H]3C(C)C)c(C)c2c1 | -28% | -9% | ?
COc1cc(/C=C(/C#N)c2ccc(F)cc2)ccc1Oc1ccc([N+](=O)[O-])cn1 | 2.9µM* | -8% | 3.7µM*
Cc1cccc(C(=O)Nc2nnc(Cc3c[nH]c4ccccc34)s2)c1 | -20% | ? | -24%
Cc1ccccc1CN1CCC(CNC(=O)C2CCCN(c3ncnc4c3nc3n4CCCCC3)C2)CC1 (centres undefined) | ? | -8% | ?
CCN(CCCNC(=O)CN(C)S(=O)(=O)c1cccc2nsnc12)c1ccccc1 | ? | -14% | ?
CC1CCN(C(=O)c2c(NC(=O)c3ccccc3F)sc3c2CCC(C(C)(C)C)C3)CC1 (centres undefined) | -7% | -4% | 3%
CCCCOC(=O)C1=C(C)N(C)C(=O)NC1c1cc2c(cc1Br)OCO2 (centres undefined) | -27% | . | ?
COc1ccc2cc(C(=O)NCc3ccc4c(c3)CCN4C(=O)c3ccc(C)cc3)[nH]c2c1 | 13µM* | 3% | ?
COC(=O)c1cc(O)cc(OC)c1Oc1cc(C)cc(O)c1C(=O)O | 1.2µM* | -11% | 1µM*

Bioassay records (PubChem BioAssay)
